High-throughput results: PubChem BioAssay, Broad Institute
ARNT-TACC3 inh = ARNT/TACC3 interaction disruption; Q9Y6A5; AlphaScreen His-ARNT PAS-B/GST-TACC3 binding, luminescence; TACC3 fragment carries E629A point mutation; inhibition, % at 9.99 µM; 0.66% of 390,000 active; AID 623870;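 active means mean inhibition of replicates at least 50% and at least half of replicates each reaching 50%; inconclusive means half or more replicates reach 50% but mean below 50%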;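 further: 0% = complete ARNT plus TACC3 wells and 100% = ARNT alone without TACC3; many hits fall short of the cut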
GSIS activator = GLuc luminescence reporter in INS-1E cells, primary screen for activators of glucose-dependent secretion of insulin | INS-1E GLuc reporter insulin secretion, 2-3 h | activation, % at 16.6 µM | 0.61% of 370,000 active;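 active means lowest replicate activation of at least 40%, so every replicate reaches that level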;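 further: 0% = median of neutral control wells and 100% = median of IBMX positive control wells; some compounds called inactive have numbers as strong as hits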
Cneo AK release = Cryptococcus neoformans lysis via adenylate kinase release; 0.2% of 360,000 active; C. neoformans lysis, adenylate kinase release luminescence, 4 h; normalised: neutral wells 0, clomiphene wells 100; lysis activity, % at 15 µM;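 active means mean lysis activity across replicates of at least 80%, whatever share of replicates individually reach that level; inactive means mean lysis activity below 80%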
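Test system: log-phase Cryptococcus neoformans yeast cells; Quantity: yeast cell density of 5 × 10^6 cells/mL; Buffer or medium: YPD; Doses: single compound concentration per well; Timing: 4 h at 37 °C static, read 1 h later; Measured by: AK luminescence; Read-out basis: lysis from increased AK signal; Control set: Clomiphene as positive control.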
PAX8 inh HTS = PAX8 transcriptional activity inhibition; RMG-I TPO-luciferase reporter, SteadyGlo, 24 h; inhibition, % at 12.6 µM; 1.2% of 360,000 active;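 active means mean replicate inhibition at least 60% with every replicate also reaching 60%; inconclusive means only one of the two criteria is met; inactive means mean below 60% and not all replicates reaching 60%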;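 further: luciferase light reporting Pax8 driven TPO promoter activity; plate controls were median of neutral control wells for no effect and mitoxantrone controls for full effect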
PGC1a acetyl inh = PGC1a acetylation modulation, inhibitor mode; U2OS PGC1a acetylation, AlphaScreen anti-acetyl-lysine; with virally co-expressed GCN5 acetyltransferase; inhibition, % at 15.6 µM; 0.17% of 350,000 active; AID 651687;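 active means every replicate shows inhibition of at least 40%; inconclusive means mean inhibition at least 40% but some replicate below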;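 further: 0% = neutral control wells and 100% = positive control wells; some results beyond the cut were filed as inactive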
LGR2 antag = Drosophila LGR2 receptor signaling inhibition | HEK293 LGR2, CRE-luciferase, bursicon-stimulated, 4 h | inhibition, % at 9.99 µM | 0.35% of 380,000 active | AID 720647;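 active means drop in luminescence signal, shown as inhibition above about 50% in the replicate tests, limit read from the data, passing the limit was not always enough; inconclusive means probably only some replicates passing the limit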;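 further: agonist challenge used bursicon conditioned medium at about half maximal strength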
Statin myotox sup = suppression of simvastatin myotoxicity; C2C12 myotubes + simvastatin, ATP luminescence, 48 h; scaled: DMSO 0, geranylgeraniol control 100; rescue of ATP level, % at 7.49 µM; 0.78% of 330,000 active; AID 602340;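 active means mean ATP rescue above about 67%, or every replicate alone reaching that limit, limit read from the data, passing the limit was not always enough; inconclusive means no clear call, values can overlap the other calls; inactive means mean under the limit and some replicate under it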;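 further: myotubes were challenged with 10 µM simvastatin during compound exposure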
PglD inh = blocks C. jejuni PglD acetyltransferase activity | purified PglD enzyme, DTNB colorimetric CoA detection | inhibition, % at 12.5 µM | 0.098% of 360,000 active | AID 602405; in the data active means inhibition above about 16%, passing the limit was not always enough; inconclusive means no clear call, values can overlap the other calls; further: strong numbers were not always called active
* marks the source's active call; other numbers are inactive results; u = inconclusive; x = no result given; & = joins results of further samples. Hits appear at their usual frequency; 2.9% or so of the library scored in one or more.

Values in the order – ARNT-TACC3 inh	GSIS activator	Cneo AK release	PAX8 inh HTS	PGC1a acetyl inh	LGR2 antag	Statin myotox sup	PglD inh
- C[C@@H]1CN([C@H](C)CO)C(=O)c2cc(NC(=O)Nc3ccc(F)cc3)ccc2O[C@H]1CN(C)Cc1ccc(Oc2ccccc2)cc1
 : 6	-21	-1	x	-4	20	x	-3
- COc1ccc(S(=O)(=O)Nc2ccc3c(c2)C(=O)N([C@H](C)CO)C[C@H](C)[C@@H](CN(C)S(=O)(=O)c2ccc(OC)cc2)OCCCC[C@H](C)O3)cc1
 : -14	12	0	50	8	5	x	1
- CC1CCC/C(=N\Nc2ccc(Cl)c(C(=O)O)c2)C1 (stereo not drawn)
 : -1	-10	6	-32	x	-26	x	0
- O=C(O)CCCN1C(=O)C2C3CC(C2C1=O)C1C(c2ccccc2)c2sc(=O)[nH]c2SC31 (stereo not drawn)
 : 0	-7	x	2	x	-8	x	x
- O=C(NCC[C@@H]1CC[C@H](NS(=O)(=O)Cc2ccccc2)[C@@H](CO)O1)C1CC1
 : -2	9	-6	-3	-5	-9	0	-2
- CC1CCCCN1C(=O)CCNC(=O)Cn1cnc2ccccc2c1=O (stereo not drawn)
 : -1	10	4	-4	23	-4	12	1
- O=C(NCCc1ccccc1)c1cc2ncc(Br)cn2n1
 : -12	x	-1	x	-1	x	0	3
- O=C(O)CC1S/C(=N/N=C2CCCCC2)N(c2ccccc2)C1=O (stereo not drawn)
 : -3	2	4	x	6	-1	x	0
- CCOC(=O)C1CCCN(C(=O)C(C)(C)Oc2ccc(Cl)cc2)C1 (stereo not drawn)
 : -7	-48	x	16	-4	-12	x	x
- CNC(=O)c1ccc(-c2ccc(F)cc2)s1
 : 2	22	-7	x	7	-48	69*	-7
- FC(F)(F)Oc1ccc(NC(=S)NCCCN2CCOCC2)cc1
 : 1	4	1	-8	0	9	-6	1
- COc1cccc(CN(C)C[C@@H]2OCc3cnnn3CCCC(=O)N([C@H](C)CO)C[C@H]2C)c1
 : 0	-7&-7	0	-19&-6&2	-4&0&3	-5&20	21&-1&4	0
- CS(=O)(=O)c1ccc(Nc2nc(C(N)COCc3ccccc3)cs2)cc1 (stereo not drawn)
 : x	x	-3	-5	x	17	-1	-8
- O=S(=O)(c1ccccc1F)N1CCCCN2[C@@H](CO)[C@H](c3ccc(-c4cncnc4)cc3)[C@@H]2C1
 : -10	-2	-2	-22	3	-24	20	7
- COc1ccccc1/C=C/C(=O)OCC(=O)Nc1c(C)nn(-c2ccccc2)c1C
 : -3	-14	0	1	-5	3	15	-3

Overlap with the part before: 4 entries, followed by the next part.
Values in the order – ARNT-TACC3 inh	GSIS activator	Cneo AK release	PAX8 inh HTS	PGC1a acetyl inh	LGR2 antag	Statin myotox sup	PglD inh
- COc1cccc(CN(C)C[C@@H]2OCc3cnnn3CCCC(=O)N([C@H](C)CO)C[C@H]2C)c1
 : 0	-7&-7	0	-19&-6&2	-4&0&3	-5&20	21&-1&4	0
- CS(=O)(=O)c1ccc(Nc2nc(C(N)COCc3ccccc3)cs2)cc1 (stereo not drawn)
 : x	x	-3	-5	x	17	-1	-8
- O=S(=O)(c1ccccc1F)N1CCCCN2[C@@H](CO)[C@H](c3ccc(-c4cncnc4)cc3)[C@@H]2C1
 : -10	-2	-2	-22	3	-24	20	7
- COc1ccccc1/C=C/C(=O)OCC(=O)Nc1c(C)nn(-c2ccccc2)c1C
 : -3	-14	0	1	-5	3	15	-3
- Cc1cccc(Nc2nc(N)nc(CSc3nccc(C)n3)n2)c1
 : 3	x	4	-25	-9	x	5	1
- C=CCNC(=O)COc1coc(CN2CCN(Cc3ccccc3)CC2)cc1=O
 : 0	-6	-2	-1	3	-11	-6	1
- COc1cccc(-c2cn(CC[C@@H]3CC[C@H](NS(=O)(=O)Cc4ccccc4)[C@H](CO)O3)nn2)c1
 : 3	-10	0	7	-7	-30	2	-11
- Cc1ccc(S(=O)(=O)NC(=O)C2(C)CCN2C(=O)CC2CCCCC2)nc1 (stereo not drawn)
 : x	x	0	-20	12	-9	1	-3
- CO[C@H]1CN(C)C(=O)c2cc(NC(C)=O)ccc2OC[C@H](C)N(Cc2cncnc2)C[C@@H]1C
 : 0	13	1	x	0	-4	-12	-2
- Cc1cc(-c2ccc(/C=N/n3cnnc3)o2)c([N+](=O)[O-])cc1C
 : 1	0	-1	x	12	x	6	x
- Cc1ccc(-c2noc(CCCN3C(=O)c4ccccc4C3=O)n2)cc1
 : -3	x	0	x	4	x	-2	-1
- COc1cc(SC#N)ccc1N=Cc1c(C)[nH]n(-c2ccc(C)cc2)c1=O
 : 2	39	x	2	x	2	x	x
- O=C(CN1CCN(c2ncccn2)CC1)N(Cc1ccccc1)c1ccc(F)cc1
 : -1	-34	0	x	3	1	20	-5
- CCN(C(=O)CSc1nc2cc(Cl)ccc2c(=O)n1CC(C)C)C1CCS(=O)(=O)C1 (stereo not drawn)
 : -5	26	4	x	x	8	-7	-1
- C=C(C)Cn1c(Sc2nc3ccccc3[nH]2)nc2c1c(=O)[nH]c(=O)n2C
 : -3	x	1	10	-10	x	x	-7
- Cc1ccc(N2C(=O)c3ccc(C(=O)N4CCN(c5cccc(C)c5C)CC4)cc3C2=O)cc1
 : -9	x	1	-18	-4	x	5	6
- O=C(CCc1c[nH]c2ccccc12)NCCc1ccc(O)cc1
 : -1	-5	0	-6	x	16	0	-3
- COc1ccc(C#Cc2ccc([C@@H]3[C@@H](CO)N4CCCCN(S(=O)(=O)c5ccccc5)C[C@@H]34)cc2)cc1
 : -3	x	9	-99	2	x	1	7
- CCOC(=O)C1C(=O)NC(N2CCCCC2)=NC1C(C)C (stereo not drawn)
 : -9	-4	1	x	-2	x	11	5

Values in the order – ARNT-TACC3 inh	GSIS activator	Cneo AK release	PAX8 inh HTS	PGC1a acetyl inh	LGR2 antag	Statin myotox sup	PglD inh
- COCCCN(C(=S)NC(=O)C(C)(C)C)c1c(N)n(Cc2ccccc2)c(=O)[nH]c1=O
 : 2	-2	0	-6	4	-1	1	-3
- C[C@H]1CN([C@@H](C)CO)C(=O)c2cc(C3=CCCCC3)cnc2O[C@@H]1CN(C)C(=O)CN1CCOCC1
 : 0	3	5	x	6	-4	1	11
- CCC(=O)N1C[C@@H](C)[C@H](OC)CN(C)C(=O)c2ccc(NC(=O)c3cnccn3)cc2OC[C@H]1C
 : -7	22	-2	-5	1	2	-13	8
- COc1cc(C(=O)Nc2nc(-c3ccc(Cl)cc3)c(C)s2)ccc1OCC(=O)Nc1ccc(F)cc1
 : -3	18	x	-24	4	19	x	x
- Oc1ccc(-c2nccc(-c3ccccn3)n2)cc1
 : -4	8	-3	-159	0	-113	6	-1
- O=C(Nc1cccc(Cl)c1)N[C@H]1CC[C@H](CCNC(=O)C2CCCC2)O[C@H]1CO
 : 14	-12	-3	-3	0	0	-4	-1
- O=C(COC(=O)c1ccc(S(=O)(=O)N2CCOCC2)cc1)NCc1ccco1
 : x	-2	0	-26	8	-3	-3	-5
- CNC[C@H]1Oc2ccc(NS(C)(=O)=O)cc2C(=O)N([C@@H](C)CO)C[C@@H]1C
 : x	4	-2	-12	2	8	-10	-2
- O=C(CCN1CCCCC1)N[C@@H]1C=C[C@H](CC(=O)N2CCC(Cc3ccccc3)CC2)O[C@@H]1CO
 : 6	2	-2	21	-8	5	-2	-1
- O=C(NCCCN1CCCC1)c1ccc2c(c1)N(Cc1cccc(Cl)c1)C(=O)c1ccccc1S2(=O)=O
 : x	x	1	-8	-9	-13	-16	-3
- Cc1cc(C(=O)COC(=O)C2=COCCO2)c(C)n1-c1ccc2c(c1)OCO2
 : 5	x	2	-79	-6	x	-5	0
- Cc1cccc(NC(=O)Cn2c(O)c(N=NC(=O)c3ccccc3O)c3ccccc32)c1
 : -7	24	-2	-6	10	-15	x	-2
- c1ccc(OCCn2cnc3ccccc32)cc1
 : 4	10	3	x	-36	-26	u	-2
- COc1cc(C(=O)OC(C)CN2CCN(C)CC2)cc(OC)c1OC (stereo not drawn)
 : -6	x	10	5	5	x	8	x
- C[C@H]1CN([C@@H](C)CO)C(=O)c2cccc(NC(=O)c3cnccn3)c2O[C@@H]1CN(C)C(=O)Nc1ccc(C(F)(F)F)cc1
 : -5	3	-3	-12	-4	-9	-22	0

One compound at a time, as listed above. Screens in order: ARNT-TACC3 inh | GSIS activator | Cneo AK release | PAX8 inh HTS | PGC1a acetyl inh | LGR2 antag | Statin myotox sup | PglD inh
`O=C(NCCc1ccccc1)c1cc2ncc(Br)cn2n1` reads -12 | x | -1 | x | -1 | x | 0 | 3
`Cc1cccc(Nc2nc(N)nc(CSc3nccc(C)n3)n2)c1` reads 3 | x | 4 | -25 | -9 | x | 5 | 1
`O=S(=O)(c1ccccc1F)N1CCCCN2[C@@H](CO)[C@H](c3ccc(-c4cncnc4)cc3)[C@@H]2C1` reads -10 | -2 | -2 | -22 | 3 | -24 | 20 | 7

Later entries.
Values in the order – ARNT-TACC3 inh	GSIS activator	Cneo AK release	PAX8 inh HTS	PGC1a acetyl inh	LGR2 antag	Statin myotox sup	PglD inh
- FC(F)(F)c1ccc2nnc(-c3c(Cl)cccc3Cl)n2c1
 : -5	x	4	30	1	x	16	1
- C[C@@H]1CN([C@@H](C)CO)C(=O)c2cccc(NS(=O)(=O)c3cn(C)cn3)c2O[C@H]1CN(C)C
 : -2	21	1	-16	-6	4	-4	-3
- COc1ccccc1C#Cc1ccc([C@H]2[C@H](CO)N3CCCCN(CCC(F)(F)F)C[C@@H]23)cc1
 : 14	-13	6	-6	-13	9	21	3
- CC(C)NC(=O)N1[C@H](CO)[C@H](c2ccccc2)[C@H]1CNC(=O)CN(C)C
 : -10	1	0	6	11	-2	-14	3
- Cc1ccc(S(=O)(=O)N2CCN(C3CC(=O)N(Cc4ccccc4)C3=O)CC2)cc1C (stereo not drawn)
 : -1	-12	-8	x	1	14	17	3
- CCCCOC(=O)CCn1c(=S)oc2ccccc21
 : -14	x	0	x	-9	x	-8	-7
- COc1ccc2[nH]c(C(=O)Nc3ccc(C)c(F)c3)cc2c1
 : 0	-9	x	-42	x	-61	x	x
- COc1cccc(CNC(=O)c2cccc(NC(=O)C3=C(C)OCCS3)c2)c1
 : 5	x	-2	-12	4	9	-11	2
